# Source: PubChem BioAssay (National Center for Advancing Translational Sciences (NCATS))
# HT1080NT lethal = kills 2HG-producing HT-1080-NT fibrosarcoma cells. HT-1080-NT fibrosarcoma viability, CellTiter-Glo ATP luminescence, 48 h. Potency, µM (highest dose often 46.1 µM), for the others: at the highest dose activity, negative = less viability, actives largely listed as cytotoxic. actives 1.6% (n = 360,000). AID 686970;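 note: NT is the 2HG producing partner of a matched IDH1 knockdown line; 0% = DMSO-treated cells and -100% = media-only wells without cells; nearly all actives have a fitted effect of over 55% in size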
#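 750 cells/well, RPMI + 5% FBS; 2 h settle, compound pin-transfer, 48 h at 37 degrees C. CellTiter-Glo 10 min RT, luminescence. Normalized to DMSO and media-only wells.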
# KB-3-1 cytotox = KB-3-1 parental cell cytotoxicity; KB-3-1 viability, CellTiter-Glo ATP luminescence, 72 h; Potency, µM (top dose mostly 46.1 µM), for the others: at the highest dose activity change, negative = cytotoxic, actives largely listed as cytotoxic; actives 1.4% (n = 400,000); AID 1347075; note: % is set by controls: 0 for no effect and ±100 for the full control effect; nearly all actives have a fitted effect of over 60% in size
#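 Parental KB-3-1 viability, qHTS format: 72 h compound exposure, 37 °C; CellTiter-Glo; media-only wells and DMSO plates as controls; concentration-effect fits on corrected data.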
# TDP43 rescue = TDP-43 toxicity inhibition in yeast; TDP-43 expressing yeast growth rescue, BacTiter-Glo, 24 h; Potency, µM (highest dose often 46.1 µM), for inactives: at the highest dose growth rescue (activation), hits mostly activators; actives 1.8% (n = 410,000); AID 652104; note: % of control where 0% means no effect; nearly all actives have a fitted effect of over 50% in size
#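 Yeast cells expressing TDP-43 under galactose induction are exposed to compounds for 24 hr at 30 deg C. BacTiter-Glo luminescence measures growth, so protective compounds score as activators.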
# SW480 rereplic = induces DNA re-replication in SW480 colon adenocarcinoma cells; SW480 DNA re-replication, Hoechst DNA content imaging, 48 h; actives 1.8% (n = 340,000); Potency, µM (doses to about 46.1 µM), for inactives: top-dose re-replication activation, most hits filed as activators; note: % of control where 0% means no effect; nearly all actives have a fitted effect of over 55% in size
#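 Image-based read-out: total Hoechst fluorescence of nuclei (405 nm excitation, 500-530 nm emission), with hits raising the fraction of high-intensity nuclei. SW480 colon cells incubated 48 hr with compounds at 37 C.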
# GLP1R ag = GLP-1 receptor (human) agonism | P43220 | HEK293 GLP-1R CRE-luciferase, luminescence, 4-6 h; cells express a hypersensitive GLP-1R form | Potency, µM (highest dose often 45.6 µM), without a hit: at the top dose activation, actives largely listed as activators | actives 0.007% (n = 380,000) | AID 624172; note: % of control where 0% means no effect
# Target sequence (P43220 whole entry, looked up): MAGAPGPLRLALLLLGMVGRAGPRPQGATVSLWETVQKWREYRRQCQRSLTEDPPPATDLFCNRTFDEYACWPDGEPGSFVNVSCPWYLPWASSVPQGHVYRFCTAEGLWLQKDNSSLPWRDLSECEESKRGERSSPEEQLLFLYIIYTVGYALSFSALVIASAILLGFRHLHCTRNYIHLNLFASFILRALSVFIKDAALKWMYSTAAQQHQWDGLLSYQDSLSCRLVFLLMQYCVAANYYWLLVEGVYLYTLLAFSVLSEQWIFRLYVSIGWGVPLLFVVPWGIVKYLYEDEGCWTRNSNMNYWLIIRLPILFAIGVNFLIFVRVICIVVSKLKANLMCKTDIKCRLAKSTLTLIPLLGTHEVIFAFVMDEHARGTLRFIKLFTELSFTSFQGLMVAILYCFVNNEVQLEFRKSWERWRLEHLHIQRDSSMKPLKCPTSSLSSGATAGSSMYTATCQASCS
# GLP1R cytotox = cytotoxicity in counter-screen for GLP-1R inverse agonists; HEK293 cAMP-luciferase reporter cells, luminescence, 24 h; Potency, µM (top dose mostly 38.3 µM), without a hit: at the highest dose activity change, negative = inhibition, hits mostly inhibitors; actives 0.13% (n = 410,000);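 note: loss of luciferase light is scored as toxicity; % is set by controls: 0 for no effect and ±100 for the full control effect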
#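 Step one: seed cells (200 cells/uL, DMEM with 10% Nu serum, 1% pen-strep). Step two: 12-hour incubation at 37 deg C. Step three: pin 23 nL compound, incubate 24 hr. Step four: add luciferase reagent, read luminescence 12 min later.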
# HT1080 IDH1KD tx = kills HT-1080 cells with IDH1 knockdown; HT-1080 IDH1 knockdown viability, ATP luminescence, 48 h; Potency, µM (doses to about 46.1 µM), without a hit: at the top dose activity, negative = toxicity, hits mostly cytotoxic; actives 2% (n = 360,000);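 note: 0% = DMSO wells and -100% = cell-free medium wells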
#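 HT-1080-IDH1KD cells (IDH1 knocked down), 750/well in RPMI with 5% FBS, treated with compound 48 h at 37 degrees C. Viability by CellTiter-Glo luminescence, normalised to DMSO and no-cell wells; concentration-response curves classed.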
# GLP1R inv ag = GLP-1 receptor (human) inverse agonism. AID 624417. HEK293 GLP-1R CRE-luciferase, luminescence, 24 h; GLP-1R form is constitutively active. P43220. Potency, µM (top dose mostly 38.3 µM), for inactives: top-dose activity change, negative = inhibition, usual class: inhibitors. actives 1.6% (n = 410,000); note: % is set by controls: 0 for no effect and ±100 for the full control effect; nearly all actives have a fitted effect of over 55% in size
#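 Assay principle: reduced luminescence from a cAMP-responsive reporter in HEK293 cells co-expressing a constitutively active GLP-1R. Conditions: 24 hr compound incubation, 37 deg C, 5% CO2.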
# KB-V1 cytotox = kills drug-selected multidrug resistant KB-V1 cells; KB-V1 MDR cells viability, CellTiter-Glo, 72 h; Potency, µM (highest dose often 46.1 µM), without a hit: at the top dose activity change, negative = cytotoxicity, hits mostly cytotoxic; actives 3.4% (n = 400,000); note: % is set by controls: 0 for no effect and ±100 for the full control effect; nearly all actives have a fitted effect of over 60% in size
#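 Potencies derive from concentration-effect curves fitted to normalized luminescence (CellTiter-Glo) of KB-V1 cells treated for 72 h at 37 degrees C in phenol-red-free DMEM containing 10% FBS.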
# Active calls of the source: *; ? = inconclusive; / = not tested or not shown; [ ] = another dose, or the depositor's remark. Calls come from the whole dose curve; as a rule, active = well fitted curve in the direction sought with a large enough effect; inconclusive = small, poorly fitted or top-dose-only effect, or another doubt; inactive = no such curve, though single readings can be large; an effect the other way counts as inactive or inconclusive. Potency is the fitted concentration of half-maximal effect.
# Order of results: HT1080NT lethal | KB-3-1 cytotox | TDP43 rescue | SW480 rereplic | GLP1R ag | GLP1R cytotox | HT1080 IDH1KD tx | GLP1R inv ag | KB-V1 cytotox
CCOc1ccc(C(=O)N2CCn3c2nc2ccccc23)cc1
    17.7% | 12.4% | -11.8% | 3.9% | 6.3% | -15.8% | 16.1% | 3.0% | 7.9%
Cc1ccccc1N1CC(C(=O)Nc2ccc(S(=O)(=O)NCC3CCCO3)cc2)CC1=O (stereo not given)
    18.5% | 2.7% | 0.0% | -16.7% | 1.8% | 8.1% | 10.4% | 13.9% | 13.2%
O=C(C1CCCN(S(=O)(=O)c2cccc3nsnc23)C1)N1CCCCCC1 (stereo not given)
    13.6% | -4.7% | ? | -6.8% | 10.6% | 4.8% | 1.2% | 7.3% | 17.3%
CN1CCn2cnc(C(=O)Nc3ccc(Cl)cc3)c2C1=O
    -0.4% | 14.1% | 16.3% | / | -4.9% | -7.9% | 6.0% | 5.0% | 13.5%
CCOc1ccc(NC(=O)CCNc2c(N3CCCC3)c(=O)c2=O)cc1
    -5.4% | ? | -5.1% | -3.4% | 3.0% | 20.7% | -13.1% | 7.5% | 0.0%
CCOc1ccc(Cl)cc1S(=O)(=O)N1CCC(C(=O)N2CCCC2)CC1
    -11.8% | -4.8% | -4.6% | 10.9% | -10.2% | 0.2% | -4.4% | -0.7% | ?
COc1cc2[nH]c(=S)n(NC(=O)c3ccccc3)c(=O)c2cc1OC
    5.9% | 22.3% | -17.4% | -7.3% | -3.8% | 6.8% | -7.5% | 0.0% | -13.5%
CC1(C(=O)NCc2ccco2)CCN1C(=O)C1(c2ccccc2)CC1 (stereo not given)
    -50.4% | -11.0% | 6.4% | / | -5.7% | -35.3% | -18.5% | -33.2% | -28.4%
CSC[C@H]1CN(c2ccc(Br)cc2)C(=O)[C@@H]1CC(=O)Nc1ccccc1
    1.3% | 0.0% | 10.8% | / | -1.0% | 1.7% | 6.1% | ? | -18.3%
CCOC(=O)/C(C#N)=C/c1cccn1-c1ccc(Cl)cc1
    13.5% | 6.8% | -7.1% | ? | -1.0% | 1.7% | 13.0% | 31.4%[activator] | -19.9%
CN(Cc1ccccc1)C(=O)c1[nH]cnc1C(=O)Nc1cccc(Cl)c1
    2.2% | -5.4% | 0.1% | -2.8% | -2.8% | ? | -1.3% | ? | -4.7%
Cc1ccc(C)c(S(=O)(=O)Nc2ccc(C(=O)NCC(c3ccco3)N3CCCCC3)cc2)c1 (stereo not given)
    -3.3% | -7.7% | -4.8% | 20.3% | 0.9% | ? | -7.9% | ? | -13.5%
COc1cccc(NC(=O)C2CCC(CNS(=O)(=O)c3ccc4c(c3)CCCC(=O)N4)CC2)c1 (stereo not given)
    / | -27.0% | 19.5% | / | / | -10.8% | / | ? | 21.6%
COC(=O)c1cc(N=C(N)N=C(N)N)cc(C(=O)OC)c1
    1.0% | 1.9% | 7.6% | ? | -6.1% | 2.9% | 5.6% | -0.8% | 6.2%
COc1ccc2cc(C#N)c(N3CCOCC3)nc2c1
    -14.0% | 17.0% | 23.3% | 4.6% | 3.5% | 14.9% | -14.2% | -10.6% | -21.7%
O=C(c1ccccc1)c1ccc(C(=O)N2CCCC(C(F)(F)F)C2)cc1 (stereo not given)
    1.8% | 0.3% | 23.4% | -2.4% | -10.1% | -2.2% | 7.0% | -24.4% | -29.6%
O=C(Nc1ccc(F)cc1)C(CCc1ccccc1)N1CCN(Cc2c(F)cccc2Cl)CC1 (stereo not given)
    -2.0% | -17.4% | -3.3% | / | / | 0.2% | -19.4% | ? | ?
O=C(N/N=C/c1ccccc1)c1n[nH]c2c1CCCC2
    ? | ? | -16.7% | ? | -0.3% | -9.8% | ? | ? | ?
O=C(Nc1ccc2ccccc2c1)c1cnccn1
    -0.3% | 21.5% | 3.7% | -6.0% | 5.4% | -1.4% | -20.7% | -27.9% | ?
NC(=O)CC(NC(=O)Cc1cccc2ccccc12)c1ccc(N2CCCCCCC2)c([N+](=O)[O-])c1 (stereo not given)
    -15.1% | 0.0% | 27.5% | 6.8% | -0.3% | -9.2% | ? | 0.8% | 31.0%
CCOc1ccc(-n2cc(-c3ccc(OC)c(OC)c3)[nH]c2=S)cc1
    -3.2% | -9.0% | 8.8% | -9.9% | 29.5% | 0.0% | -19.1% | -5.3% | -2.4%
Cc1cc(=O)[nH]c(SCc2cccc3cccnc23)n1
    0.2% | 20.0% | 25.0% | -2.4% | 6.1% | 6.8% | -3.5% | 58.0%[activator] | -23.0%
CSc1ccc(-c2ccco2)nn1
    -1.2% | -2.0% | 20.1% | -2.9% | -0.5% | -9.8%[0.307 µM] | 1.5% | -11.7%[0.307 µM] | 2.0%
Cc1ccc(CN2C(=O)SC(Nc3ccccc3)C2=O)cc1 (stereo not given)
    / | -3.2% | 12.3% | / | / | -5.9% | / | -14.6% | ?
CC1CCCN(S(=O)(=O)c2ccc(C(=O)Nc3nnc(C4CC4)o3)cc2)C1 (stereo not given)
    -21.6% | ? | ? | ? | -4.3% | -18.1% | ? | ? | -30.0%
O=C(NCc1ccccc1)NC(=O)c1ccncc1
    2.0%[9.24 µM] | 0.0% | -16.3% | -5.2% | -12.9% | -4.9% | -4.8% | 0.8% | 21.0%
O=C(CCC(=O)Nc1ccccc1)N/N=C/c1ccccc1F
    6.6% | -4.4% | 3.9% | -2.7% | 5.6% | 9.4% | 12.4% | 5.4% | -1.1%
O=C1c2ccccc2C(=O)N1c1n[nH]c(CCc2ccccc2)n1
    7.5% | -3.9% | -5.0% | -10.8% | -0.3% | 2.7% | ? | 3.0% | -2.4%
COc1ccc(N2CCN(C(=O)CSc3nc4nc(C)cc(C)n4n3)CC2)cc1
    -1.2% | 6.2% | -13.2% | -5.1% | 8.2% | -1.5% | -8.6% | 9.4% | 20.6µM*
COc1cccc2sc(N(CCCN(C)C)C(=O)c3ccc(S(=O)(=O)N4CCc5ccccc5C4)cc3)nc12
    ? | -2.8% | -10.2% | ? | 7.4% | ? | ? | ? | 0.0%

# The final 5 records of the section before are carried over, then new ones follow:
# Order of results: HT1080NT lethal | KB-3-1 cytotox | TDP43 rescue | SW480 rereplic | GLP1R ag | GLP1R cytotox | HT1080 IDH1KD tx | GLP1R inv ag | KB-V1 cytotox
O=C(NCc1ccccc1)NC(=O)c1ccncc1
    2.0%[9.24 µM] | 0.0% | -16.3% | -5.2% | -12.9% | -4.9% | -4.8% | 0.8% | 21.0%
O=C(CCC(=O)Nc1ccccc1)N/N=C/c1ccccc1F
    6.6% | -4.4% | 3.9% | -2.7% | 5.6% | 9.4% | 12.4% | 5.4% | -1.1%
O=C1c2ccccc2C(=O)N1c1n[nH]c(CCc2ccccc2)n1
    7.5% | -3.9% | -5.0% | -10.8% | -0.3% | 2.7% | ? | 3.0% | -2.4%
COc1ccc(N2CCN(C(=O)CSc3nc4nc(C)cc(C)n4n3)CC2)cc1
    -1.2% | 6.2% | -13.2% | -5.1% | 8.2% | -1.5% | -8.6% | 9.4% | 20.6µM*
COc1cccc2sc(N(CCCN(C)C)C(=O)c3ccc(S(=O)(=O)N4CCc5ccccc5C4)cc3)nc12
    ? | -2.8% | -10.2% | ? | 7.4% | ? | ? | ? | 0.0%
C=CCNC(=S)N1CCc2[nH]c3ccccc3c2C1
    -2.0% | -11.0% | -6.9% | -9.4% | 0.5% | 7.2% | -10.2% | ? | -6.6%
O=C(Nc1ccc2oc(-c3ccc(Br)cc3)nc2c1)c1cc2ccccc2o1
    / | 17.4% | ? | / | / | 5.8% | / | 12.8% | ?
COc1ccc(S(=O)(=O)NCCCN2CCCC2=O)c(OC)c1
    -8.2% | 0.0% | -9.7% | -1.9% | -3.2% | -15.3% | 1.5% | 5.4% | 0.0%
O=C(Cn1c(-c2ccco2)nc2ccccc21)N1CCCCC1
    9.8% | 1.4% | -1.6% | -11.3% | -6.8% | 4.3% | 8.2% | -11.6% | 5.9%
Cn1c2c(c(=O)n(C)c1=O)C(C(F)(F)F)(C(F)(F)F)N=C(C1CCCCC1)N2
    -27.1% | -12.0% | 7.9% | -1.6% | 14.8% | -3.2% | -19.6% | -16.4% | ?
O=C(O)CCCN1C(=O)/C(=C\c2ccc(-c3nc4ccccc4s3)o2)SC1=S
    21.4% | -10.4% | -2.2% | 23.1µM* | -1.2% | 39.8%[activator] | 14.3% | 10.3% | 20.8%
Cn1cc(/C=C/c2nc3ccccc3c(=O)n2-c2cccc([N+](=O)[O-])c2)c2ccccc21
    -4.1% | -6.1% | -4.7% | 3.8% | -0.8% | -13.8% | 3.5% | 4.4% | ?
COc1ccc(/C=C/c2ccc3c(Br)ccc(O)c3n2)cc1
    -0.5% | ? | ? | ? | 8.4% | -3.1% | -13.0% | -0.4% | ?
Cc1cc(Br)c(NC(=O)CN2CCCC2)c(Br)c1
    1.0% | -4.1% | -4.4% | -6.3% | 17.2% | -10.0% | 14.5% | -2.8% | 7.3%
COc1cc(/C=C2\SC(=S)N(CC(=O)O)C2=O)ccc1OS(=O)(=O)c1ccc(C)cc1
    -5.4% | 12.5% | 1.9% | -3.1% | -29.4% | -25.0% | -3.7% | ? | -8.7%
Cc1ccc2c(=O)c(C(=O)NCc3cccs3)c[nH]c2c1
    10.2% | 2.0% | -10.8% | -5.1% | 2.9% | -3.7% | -12.6% | 62.1%[activator] | ?
CC12CCC(=O)N1C(C(=O)O)Cc1c2[nH]c2ccccc12 (stereo not given)
    10.4% | 7.5% | 7.9% | -3.5% | -5.5% | -4.2% | 6.8% | -5.4% | 11.6%
CN(C)S(=O)(=O)c1ccc(C(=O)NCCC(=O)N2CCCC2)cc1
    13.0% | 16.6% | -2.0% | -5.6% | -0.1% | 9.1% | 18.1% | 12.8% | -6.9%
O=C(NC1CCCN(Cc2ccc(Cl)cc2)C1)c1cnc2ccccn2c1=O (stereo not given)
    -6.0% | / | -24.5% | 1.5% | 3.2% | 5.9% | -16.6% | ? | /
COc1ccc(OC)c(CNC(=O)NCc2noc3ccc(C)cc23)c1
    / | 0.7% | 0.7% | / | / | -9.6% | / | 7.2% | -12.1%
